From PubChem
PREPL inh: inhibits the human prolyl oligopeptidase-like enzyme. inhibition, % at 5.96 µM. recombinant PREPL, fluorescence polarization activity-based probe. AID 2751. 0.68% of 320,000 active. Q4J6C6; in the data active = inhibition above about 43%;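 note: 0% = enzyme with DMSO and 100% = wells lacking enzyme; many of its hits are not listed in these tables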
PAD4 inh: PAD4 (human) enzyme inhibition; Q9UM07; AID 485272; 0.41% of 330,000 active; inhibition, % at 6.36 µM; recombinant PAD4, RCA probe fluorescence polarization;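 active = percent inhibition above a cutoff equal to the mean of all tested compounds plus 3 SD, cut at about 15% in these data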;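 note: 0% = PAD4 with RCA probe and DMSO and 100% = probe without PAD4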
Target sequence (Q9UM07 whole entry, looked up): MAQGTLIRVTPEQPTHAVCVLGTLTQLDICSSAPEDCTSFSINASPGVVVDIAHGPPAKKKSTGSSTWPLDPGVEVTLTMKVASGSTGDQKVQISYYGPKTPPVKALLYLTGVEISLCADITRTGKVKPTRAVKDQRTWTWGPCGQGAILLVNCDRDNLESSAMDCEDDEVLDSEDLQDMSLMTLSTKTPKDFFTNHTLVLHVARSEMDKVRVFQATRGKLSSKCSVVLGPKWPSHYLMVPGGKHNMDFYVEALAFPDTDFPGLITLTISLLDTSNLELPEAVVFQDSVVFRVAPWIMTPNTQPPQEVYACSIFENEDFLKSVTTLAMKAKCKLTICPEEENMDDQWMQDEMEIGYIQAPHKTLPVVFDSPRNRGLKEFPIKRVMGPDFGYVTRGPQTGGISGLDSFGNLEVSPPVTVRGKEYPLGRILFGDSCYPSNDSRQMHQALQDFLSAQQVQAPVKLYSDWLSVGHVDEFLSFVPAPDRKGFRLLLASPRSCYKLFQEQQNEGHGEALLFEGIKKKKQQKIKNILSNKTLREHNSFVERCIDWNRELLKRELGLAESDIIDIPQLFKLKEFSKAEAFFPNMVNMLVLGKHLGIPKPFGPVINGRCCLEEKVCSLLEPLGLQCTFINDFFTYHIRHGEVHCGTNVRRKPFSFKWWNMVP
LYPLA1 counter: LYPLA1 (human) inhibition in PME1 counter-screen. 0.16% of 320,000 active. recombinant LYPLA1, FP-Rh probe fluorescence polarization. O75608. inhibition, % at 5.9 µM. AID 2174;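 active = inhibition above the mean of all tested compounds plus 3 SD, set per campaign, cut at about 14% in these data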;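 note: inhibitors block serine hydrolase probe labeling of LYPLA1 so polarization falls; 0% = enzyme with DMSO and 100% = wells lacking LYPLA1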
LYPLA2 counter: LYPLA2 (human) inhibition in PME1 counter-screen; recombinant LYPLA2, FP-Rh probe fluorescence polarization; inhibition, % at 5.9 µM; O95372; 0.38% of 320,000 active;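 active = inhibition above the screen-wide mean plus 3 SD, limit set per campaign, cut at about 26% in these data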;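 note: 0% = LYPLA2 with DMSO and 100% = wells lacking LYPLA2 enzyme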
PAFAH2 FP inh: PAFAH2 (human) inhibition. inhibition, % at 3.39 µM. 0.99% of 340,000 active. recombinant PAFAH2, FP-rhodamine activity probe, fluorescence polarization. Q99487;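 active = inhibition above the mean over all tested compounds plus 3 SD, cut at about 30% in these data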;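 note: inhibitors block probe labeling of enzyme so polarization drops; 0% = enzyme with DMSO and 100% = wells lacking PAFAH2 protein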
PAFAH1B2 FP inh: blocks human PAF acetylhydrolase 1b catalytic subunit 2. P68402. inhibition, % at 3.39 µM. 1.2% of 340,000 active. recombinant PAFAH1B2, FP-rhodamine activity probe, fluorescence polarization. AID 492953;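 active = inhibition above the mean of all tested compounds plus 3 SD, cut at about 24% in these data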;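 note: 0% = enzyme with DMSO and 100% = wells lacking PAFAH1B2; many of its hits are not listed in these tables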
pPAFAH FP inh: pPAFAH (human) enzyme inhibition; 1.5% of 330,000 active; inhibition, % at 3.39 µM; recombinant pPAFAH, FP-rhodamine probe fluorescence polarization;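 active = inhibition above the mean inhibition across the screen plus 3 SD, cut at about 25% in these data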;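 note: inhibitors block binding of the rhodamine activity-based probe so polarization drops; 0% = enzyme with DMSO and 100% = wells lacking pPAFAH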
PAFAH1B3 inh: blocks human PAF acetylhydrolase 1B catalytic subunit 3. 0.28% of 340,000 active. recombinant PAFAH1B3, FP-rhodamine probe, fluorescence polarization. inhibition, % at 3.39 µM. AID 492972;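 active = inhibition above the screen-wide average of all tested compounds plus 3 SD, cut at about 25% in these data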;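 note: 0% = enzyme with DMSO only and 100% = wells lacking PAFAH1B3 protein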
Target sequence (Q15102 whole entry, looked up): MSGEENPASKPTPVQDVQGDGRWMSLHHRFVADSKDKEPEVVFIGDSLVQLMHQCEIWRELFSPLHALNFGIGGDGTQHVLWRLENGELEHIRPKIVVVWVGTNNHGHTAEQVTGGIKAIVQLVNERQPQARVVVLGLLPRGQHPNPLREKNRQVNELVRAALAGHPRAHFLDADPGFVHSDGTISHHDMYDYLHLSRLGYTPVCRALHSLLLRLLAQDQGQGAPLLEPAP
GSTO1 inh: GSTO1 inhibition, counter-screen for RBBP9 inhibitors | recombinant GSTO1, activity-based probe fluorescence polarization | P78417 | inhibition, % at 5.96 µM | 1.1% of 300,000 active;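 active = inhibition above the campaign mean inhibition plus 3 SD, cut at about 35% in these data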;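 note: 0% = GSTO1-1 with DMSO and 100% = wells lacking GSTO1-1 enzyme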
Starred values were filed as active, the others as inactive; . = no result given. The list is partial, so the mix of outcomes need not match the whole.

SMILES	PREPL inh	PAD4 inh	LYPLA1 counter	LYPLA2 counter	PAFAH2 FP inh	PAFAH1B2 FP inh	pPAFAH FP inh	PAFAH1B3 inh	GSTO1 inh
O=C(NCc1n[nH]c(=S)n1-c1ccc(Br)cc1)c1cccs1	-6.6	1.9	-2.3	-6.1	-1.6	4.9	-0.2	3.9	8.5
CCN(CC)c1ccc(/C=C(\C#N)C(N)=S)cc1	-0.6	-15.2	1.1	-2.4	-9.9	3.3	10.6	-7.3	-8.8
COc1ccc(CCNS(=O)(=O)c2cn(C)nc2C)cc1OC	-5.6	-3.2	-1.1	0.4	-4.5	-3.5	0.6	-3.9	-0.4
Cc1cccc(NC(=O)c2n[nH]c([N+](=O)[O-])c2Br)c1C	-19.5	-1.1	-2.9	-1.1	1.8	2.8	3.3	4.6	-6.4
CN1C(=O)C2(OCCCO2)c2cc(Cl)ccc21	1.2	-3.2	1.2	-1.9	5.2	1.9	6.1	13.8	-6.4
O=c1[nH]c2c(c(=O)[nH]1)CCC2	-0.1	0.1	1.8	2.8	-3.9	0.4	-1.5	1.5	-1.6
O=C(Cc1cc2ccccc2o1)NCc1ccc(F)cc1	-1.5	1.4	2.1	0.0	-5.1	3.3	3.1	4.2	14.1
Cc1noc(C)c1CSc1ccccc1C(=O)N1CCN(c2ccccc2)CC1	-1.5	2.9	-0.2	-6.3	-9.0	2.3	-0.1	-0.9	5.1
CC(=O)c1ccc(S(=O)(=O)Nc2cccc(S(=O)(=O)NC3=NCCC3)c2)cc1	3.3	1.0	0.2	-6.5	2.6	-0.7	0.1	4.5	1.0
COCCNC(=O)c1sc2ncn(CC(=O)Nc3ccc(C)c(Cl)c3)c(=O)c2c1C	-1.3	-1.7	2.4	50.0*	1.7	-7.2	1.6	-2.1	-3.5
CC(=O)N1CCN(C(c2ccccc2)c2ccccc2)CC1	12.6	3.6	-1.8	-3.1	4.2	-0.4	1.1	-2.0	-0.4
CC(C)(C)OC(=O)N1CCC(c2cc(=O)n3[nH]cc(C(=O)NC4CCCC4)c3n2)CC1	0.8	0.9	1.4	2.5	8.0	0.6	11.5	2.0	1.2
COc1ccc(-c2noc(CN3CCCCC3c3nccn3C)n2)cc1 (stereo unspecified)	17.0	1.7	-1.0	-2.7	-2.9	1.2	2.3	-0.2	0.4
COc1ccc(C(C)=O)cc1COC(=O)c1ccc(S(=O)(=O)N(C)C)cc1	-6.9	-7.2	1.7	9.8	-3.2	4.1	0.3	4.9	-8.7
CSc1ccc(-c2c(C#N)c(N)nc3c2CCCC3)cc1	13.4	-2.9	-0.3	-2.4	1.4	5.7	0.8	8.4	-2.1
C/C(=N\NC(=O)Cc1cccn1C)c1ccco1	12.6	-0.8	-3.0	-4.6	-6.1	-2.6	4.8	2.6	5.6
COc1ccc(CNC(=O)CN(C(=O)c2csnn2)c2ccc3c(c2)OCCO3)cc1	2.3	0.9	-0.3	-3.0	13.1	5.0	4.6	1.5	1.5
Cc1ccc(Nc2nnc(SCC(=O)Nc3cccc(S(=O)(=O)N4CCCCC4)c3)s2)cc1	10.0	-8.0	-21.8	-15.5	-29.2	3.4	-7.7	1.7	-34.4
O=C(CSc1ncn[nH]1)NC12CC3CC(CC(C3)C1)C2	19.7	-2.6	-2.0	-4.0	28.4	13.7	-5.2	3.4	7.5
O=C(CN(c1ccc2c(c1)OCCO2)S(=O)(=O)c1ccccc1)NCc1ccco1	-9.6	-0.5	-0.3	-1.6	8.5	2.1	0.1	1.9	1.3
CCC(C)(C)NC(=O)c1sccc1Oc1ccc(F)cc1[N+](=O)[O-]	2.4	3.5	4.2	0.5	5.6	5.1	11.1	1.7	2.3
Cc1cccc(NC(=O)C2CCCN(S(=O)(=O)c3cccc4cccnc34)C2)c1 (stereo unspecified)	-6.5	1.0	-1.2	0.2	5.9	3.5	9.2	5.4	-1.1
Cc1sc2ncnc(N3CCC(C)CC3)c2c1C	-4.8	1.9	-3.8	-2.2	2.5	4.5	-3.0	3.9	1.4
Cc1sc2nc(CSC(C)C(=O)Nc3ccc(C#N)cc3)[nH]c(=O)c2c1C (stereo unspecified)	12.4	-9.2	-3.0	-0.3	12.4	-0.2	7.1	10.1	3.7
CC(OC(=O)c1cccs1)C(=O)NCCc1ccccc1 (stereo unspecified)	4.5	-0.5	-2.7	-3.2	-9.6	5.2	0.6	10.6	6.2
O=C(NCCn1ccc2ccccc21)c1cccc([N+](=O)[O-])c1	26.7	-3.2	-2.9	0.8	-2.1	14.2	1.9	11.2	3.4
COc1ccc(CCNC(=S)N2CCN(S(=O)(=O)c3cccc(F)c3)CC2)cc1	-0.5	-4.9	2.3	4.5	-16.1	-2.1	1.4	-0.1	-3.3
O=C(Nc1cccc(O)c1)c1cc2nc(-c3ccccc3)cc(-c3ccccc3)n2n1	-0.1	2.3	-5.8	-8.8	29.1	22.5	-4.2	22.6	0.0
CS(=O)Cc1cc(Sc2ccccc2)nc(-c2cccnc2)n1 (stereo unspecified)	-3.8	-4.8	-0.8	-6.2	2.5	1.5	-0.9	5.8	-0.6
C/C(CC(=O)Nc1ccccn1)=N\NC(=O)C(=O)Nc1ccccc1C	1.7	-0.7	0.9	2.9	5.5	5.5	4.2	0.7	-8.2
O=C(NCc1ccc(F)cc1)C1CCN(c2cnccn2)CC1	8.3	-1.0	1.1	7.2	-6.0	-0.5	-0.7	5.8	-2.4
Cc1onc(-c2c(F)cccc2Cl)c1C(=O)ONC(=O)c1ccccc1	-4.5	6.0	0.6	-6.3	5.5	1.2	3.2	11.9	4.2
CC(C)c1cc(C(N)=O)c(NC(=O)c2cccc(COc3ccc(Br)cc3)c2)s1	12.1	-2.9	-40.1	-55.2	-51.6	-4.0	-18.6	-31.4	-13.2
COc1ccc2c(Cl)c(C(N)=O)sc2c1	-1.5	1.4	-2.3	-2.0	2.4	4.7	4.5	6.9	-2.7
Cc1nc(SCC(=O)N(C)C2(C#N)CCCCC2)c2ccccc2n1	10.8	8.5	0.2	0.9	-2.1	-2.4	3.9	2.7	.
O=C(CN1c2ccccc2Sc2ccccc21)NNC(=S)Nc1ccc(Cl)cc1Cl	21.7	3.4	1.3	7.0	3.7	-2.1	34.5*	-2.9	-21.5
COC(=O)N/N=C/c1c(C)c(C(=O)c2ccc(F)cc2)n2ccccc12	10.3	-1.5	-0.3	1.9	2.2	1.7	4.4	-4.0	12.1
Cc1ccc(OC(=O)CCC(=O)Nc2ccc(C(N)=O)cc2)cc1	4.7	0.5	0.7	2.4	-0.5	1.2	-2.6	6.1	1.2
O=C(Nc1ccc(Br)cc1F)c1ccc2nsnc2c1	-5.9	2.8	-4.5	-7.1	8.2	0.6	5.0	0.0	-3.1
Cc1nn(C)c(Oc2ccccc2)c1CCNS(=O)(=O)c1ccc(Cl)cc1	4.0	-5.9	-0.1	-1.0	20.8	24.8*	11.0	2.6	2.8
CC(=O)Nc1cccc(-c2nnc(SCC(=O)N3CCCCC3)n2C)c1	-12.7	-6.3	1.7	-3.9	14.4	0.3	-6.8	0.1	-1.7
COc1cccc(CNC(=O)C(=O)NCC2CCCO2)c1 (stereo unspecified)	2.6	3.6	0.0	4.0	-4.7	-1.9	-2.3	1.2	9.9
C=C1C2(C(=O)Nc3nccs3)CCC(C2)C1(C)C (stereo unspecified)	3.4	-2.5	-2.1	-7.2	2.4	1.5	2.4	0.3	-2.1
CCN(C(=O)c1cn(CC)c(=O)c2cc(OC)c(OC)cc12)c1ccccc1C	-4.7	1.1	-4.3	2.6	-0.1	2.8	4.0	-2.0	1.6
N#Cc1ccc(NC(=O)COC(=O)CCc2nc3ccccc3c(=O)[nH]2)cc1	2.9	-3.8	3.1	5.5	2.8	2.6	3.1	10.2	-0.3
CSc1ccc(S(=O)(=O)N2CCC(C(=O)Nc3ccc(C(N)=O)cc3)CC2)cc1	-8.4	-1.7	-2.6	3.7	6.4	-0.6	0.7	-1.4	1.0
O=C(Nc1ccc(-c2nc3ccccc3s2)cc1)C1=COCCO1	0.3	3.9	-3.1	-5.6	-13.6	2.3	-0.3	1.0	0.3
CCOc1ccc(N2C(=O)CC(N(CCc3ccc(S(N)(=O)=O)cc3)C(C)=O)C2=O)cc1 (stereo unspecified)	3.4	3.6	5.1	13.3	-0.8	5.7	-0.9	-0.1	1.8
C=CCOC(=O)C1=C(C)Nc2ncnn2C1c1cccs1 (stereo unspecified)	7.6	5.6	2.9	-0.7	-0.8	0.2	1.3	8.6	1.6
CCOc1cc(OCC)cc(C(=O)O)c1	4.3	1.8	3.9	11.8	0.5	6.3	9.0	3.9	-1.6

Among those listed so far, 3 have a nitro group on carbon:
SMILES	PREPL inh	PAD4 inh	LYPLA1 counter	LYPLA2 counter	PAFAH2 FP inh	PAFAH1B2 FP inh	pPAFAH FP inh	PAFAH1B3 inh	GSTO1 inh
Cc1cccc(NC(=O)c2n[nH]c([N+](=O)[O-])c2Br)c1C	-19.5	-1.1	-2.9	-1.1	1.8	2.8	3.3	4.6	-6.4
CCC(C)(C)NC(=O)c1sccc1Oc1ccc(F)cc1[N+](=O)[O-]	2.4	3.5	4.2	0.5	5.6	5.1	11.1	1.7	2.3
O=C(NCCn1ccc2ccccc21)c1cccc([N+](=O)[O-])c1	26.7	-3.2	-2.9	0.8	-2.1	14.2	1.9	11.2	3.4

(continued)
SMILES	PREPL inh	PAD4 inh	LYPLA1 counter	LYPLA2 counter	PAFAH2 FP inh	PAFAH1B2 FP inh	pPAFAH FP inh	PAFAH1B3 inh	GSTO1 inh
CN(c1ccc(OCC(=O)NC2=NCCS2)cc1)S(=O)(=O)c1ccc(F)cc1	9.3	-1.4	0.5	-2.3	4.4	5.7	-3.2	13.4	-2.9
Cc1nn(C(C)(C)C)c(OC(=O)CC(C)C)c1S(=O)(=O)c1ccccc1	5.4	3.0	0.7	2.4	-1.3	-4.9	4.2	-5.2	0.9
COc1cccc(/C=C(\C(=O)O)c2ccccc2)c1	-0.2	-1.5	-0.5	-0.3	-0.4	5.0	4.7	-2.4	-0.1
O=C(/C=C/Nc1ccccc1Br)c1ccccn1	-12.2	1.5	5.7	9.0	-1.7	1.3	-1.2	2.1	2.5
COc1cccc(CNC(=O)COc2cccc(-n3cnnn3)c2)c1	0.0	3.0	-0.2	-1.2	-0.6	-2.4	0.8	-4.4	-5.1
CCCCN1CCc2c(c3ccccc3n2Cc2ccccc2)C1	11.3	-3.6	-2.7	1.3	-14.4	-0.8	4.6	12.5	-0.3
Cc1ccc(S(=O)(=O)N2CCCCC2C(=O)Nc2nncs2)cc1 (stereo unspecified)	-2.5	6.5	-2.7	-1.4	1.5	9.5	1.9	10.0	4.7
CC(C)c1ccc(C2(C)NC(=O)N(CC(=O)NCC3COc4ccccc4O3)C2=O)cc1 (stereo unspecified)	5.3	-4.0	4.0	2.7	-4.2	-2.5	0.1	0.0	.
CCC1CCCCN1CCCNC(=O)C1CCCN(c2nn3c(=O)cc(C)nc3s2)C1 (stereo unspecified)	5.5	1.9	-0.6	-7.1	-0.2	0.4	-6.2	12.4	-2.9
NS(=O)(=O)c1ccc(Cl)c(C(=O)Nc2ccccc2[N+](=O)[O-])c1	26.5	-7.0	0.3	-1.6	-2.4	6.2	1.2	9.2	-3.5
CCCCNC(=O)c1cccc(C(=O)NCCCC)c1	5.0	4.7	-1.6	-2.5	-5.2	-0.8	-0.3	5.7	-1.3
CCCN(CCC)CCCNS(=O)(=O)c1cc(Br)cc2c1N(C(C)=O)CC2	1.0	3.4	1.4	5.8	-5.0	7.9	4.2	3.3	-0.7
COc1ccc(S(=O)(=O)Oc2ccc(C(=S)N3CCOCC3)cc2OC)cc1	2.4	-5.5	-2.5	0.2	-2.3	3.7	-2.2	12.3	4.4
